# Screening data as filed in PubChem.
# MITF primary – human MITF inhibition, primary screen. actives 0.91% (n = 650,000). inhibition, % at 2.6 µM. AlphaScreen MITF homodimerization, bead proximity signal; in the data active means inhibition above about 50%;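 further: 0% = vehicle wells with protein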
# Target sequence (O75030 whole entry, looked up): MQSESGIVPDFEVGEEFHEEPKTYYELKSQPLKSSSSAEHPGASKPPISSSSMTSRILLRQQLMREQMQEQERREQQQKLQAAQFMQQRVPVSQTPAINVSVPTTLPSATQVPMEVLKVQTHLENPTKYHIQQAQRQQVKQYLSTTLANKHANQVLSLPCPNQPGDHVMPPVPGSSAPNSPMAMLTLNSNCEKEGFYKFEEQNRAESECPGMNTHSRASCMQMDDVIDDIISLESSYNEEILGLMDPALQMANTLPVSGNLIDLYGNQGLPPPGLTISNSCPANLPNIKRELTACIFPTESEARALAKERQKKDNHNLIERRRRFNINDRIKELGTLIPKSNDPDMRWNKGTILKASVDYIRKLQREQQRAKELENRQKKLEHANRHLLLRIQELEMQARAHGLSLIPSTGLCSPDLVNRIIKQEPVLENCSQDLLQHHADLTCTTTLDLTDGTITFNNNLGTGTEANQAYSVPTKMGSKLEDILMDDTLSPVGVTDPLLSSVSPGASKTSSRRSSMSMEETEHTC
# FBW7 act – human FBW7 E3 ligase activation, primary screen. Q969H0. AlphaScreen FBW7–phospho-cyclin E peptide binding, activator screen. normalized activity (activation), % at 26.1 µM. actives 0.13% (n = 650,000); in the data active means normalized activity above about 1.9%;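 further: purified mutant Fbw7 with reduced substrate affinity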
# GPR151 activ – activators of human GPR151; Q8TDV0; PathHunter beta-arrestin GPR151 cells, luminescence; activation, % at 11.2 µM; actives 1% (n = 650,000); AID 1508602; in the data active means activation above about 4.9%;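 further: 0% = median of compound wells and 100% = cells with positive control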
# Target sequence (Q8TDV0 whole entry, looked up): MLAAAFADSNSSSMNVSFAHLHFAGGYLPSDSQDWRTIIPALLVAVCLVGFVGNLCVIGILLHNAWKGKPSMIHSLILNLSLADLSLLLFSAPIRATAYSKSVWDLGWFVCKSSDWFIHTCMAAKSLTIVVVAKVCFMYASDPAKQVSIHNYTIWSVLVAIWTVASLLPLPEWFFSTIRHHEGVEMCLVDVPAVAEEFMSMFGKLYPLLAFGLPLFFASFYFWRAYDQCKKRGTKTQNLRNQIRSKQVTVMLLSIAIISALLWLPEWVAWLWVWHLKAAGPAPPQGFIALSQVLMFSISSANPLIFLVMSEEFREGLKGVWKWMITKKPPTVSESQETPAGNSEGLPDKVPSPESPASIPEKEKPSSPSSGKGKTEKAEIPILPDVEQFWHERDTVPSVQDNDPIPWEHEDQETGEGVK
# TEAD-YAP inh – TEAD-YAP interaction inhibition; HEK-TIYL cells, TEAD-Gal4/YAP UAS-luciferase luminescence; inhibition, % at 9.12 µM; actives 1.4% (n = 640,000); AID 1259422; in the data active means inhibition above about 32%;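 further: 0% = median of test compound wells and 100% = reference inhibitor wells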
# * = called active by the depositor; & = joins results of further samples. Not a hit list; 3.4% or so of the library scored in one or more.
# Fields: MITF primary	FBW7 act	GPR151 activ	TEAD-YAP inh
> Cc1nc(NC(=O)/C=C/c2ccccc2)sc1C(=O)Nc1ccc2c(c1)OCCO2
 : -8	-0.1	-0.6	4
> CN(C)CCCNS(=O)(=O)c1ccc2c(c1)Cc1cc(S(=O)(=O)NCCCN(C)C)ccc1-2
 : -1	0.2	0.4	8
> CC1CCC(NS(=O)(=O)c2ccc(S(=O)(=O)NC3CC3)cc2)CC1 (stereo unspecified)
 : 7	0.5	1.3	-4
> COc1ccc(C(=O)Nc2c(-c3ccccc3)nc3ccccn23)cc1
 : 2	0.0	-0.2	6
> CC1(C)CC(CCO)CC(C)(C)N1
 : 7	0.1	-0.9	4
> COCC(=O)NCC1CCC2(CCN(Cc3ccc(N4CCCC4)cc3)CC2)O1 (stereo unspecified)
 : 6	0.0	0.4	0
> O=C(NCCCN1CCCC1=O)c1ccc2nc(N3CCN(c4ccccn4)CC3)sc2c1
 : -2	0.0	-0.4	-6
> CCC(=O)Nc1ccc(C(=O)N/N=C/c2ccccc2O)cc1
 : 19	-0.1	1.0	-5
> CCOC(=O)c1ccc(NC(=O)CCN2C(=S)NC(C)(C)CC2C)cc1 (stereo unspecified)
 : 12	-0.2	0.9	15
> COC(=O)C1=C(N)Oc2cc(C)n(CC3CCCO3)c(=O)c2C1c1ccc(OC)c(OC)c1 (stereo unspecified)
 : 14	0.4	-1.2	3
> CCC(=O)c1ccc(OCC(=O)O)c(OC)c1
 : 10	0.1	0.9	-2
> COC(=O)c1c(N2C(=O)C3ON(c4ccccc4C)C(c4cccs4)C3C2=O)sc2c1CCCC2 (stereo unspecified)
 : 1	-0.2	-0.4	7
> COc1cc(CNC(=O)c2ccc3ccccc3c2OC)cc(OC)c1OC
 : 24	0.2	-2.3	18
> COc1ccc(NC(=O)NCCCN2CCN(c3ccc(SC)cc3)CC2)cc1
 : -1	-0.2	1.4	1
> CN1CCN(c2nc(NCc3ccco3)c3ccccc3n2)CC1
 : 3	0.2	2.3	-11
> CN(CCc1ccccn1)C1CCCN(C(=O)Nc2cccc(C(F)(F)F)c2)C1 (stereo unspecified)
 : -1	-0.1	-0.4	-13
> NCc1ccc(C(=O)NC(c2ccc(Cl)cc2)c2nc3ccc(-c4cn[nH]c4)cc3c(=O)[nH]2)cc1 (stereo unspecified)
 : 21	0.0	-2.0	3
> CC(=O)N1CCc2cc(-c3csc(NC(=O)c4ccccc4F)n3)ccc21
 : -2	-0.1	-0.2	-19
> Cc1ccc(-c2nnc(NC(=O)c3cccc(F)c3)o2)c(C)c1
 : 6	-0.1	-0.4	-5
> Cc1ccc(NC(=O)C(c2ccccc2)N2CCc3ccccc32)cc1 (stereo unspecified)
 : -3	-0.3	1.0	1
> O=C(O)C1(NCc2ccc(F)cc2)CCCCC1
 : -2	0.1	-0.7	5
> COc1ccccc1CNS(=O)(=O)c1ccc(OC)c(Cl)c1Cl
 : 12	0.1	-2.2	3
> C=CC(=O)Oc1cc(CN2CCOCC2)c2oc(=O)cc(C)c2c1
 : -2	-0.2	0.6	-2
> CC1(C(=O)NC2CCCCCC2)CCC(=O)N1CCc1ccccc1 (stereo unspecified)
 : -1	0.5	1.3	7
> CC(=O)Nc1ccccc1NC(=O)c1cccs1
 : -3	0.1	0.4	1
> COc1ccc(N2C(=O)NC(NC(=O)C(C)(C)C)(C(F)(F)F)C2=O)cc1 (stereo unspecified)
 : 10	0.0	-1.9	7
> N#CNc1ccc(S(=O)(=O)N2CCOCC2)cc1N=C=S
 : -6	0.0	-0.1	0
> CC1CCCN(C(=O)c2ccc(SCc3ccccc3F)c([N+](=O)[O-])c2)C1 (stereo unspecified)
 : 5	0.0	1.5	-12
> c1ccc(-c2csc(N3CCC(c4ccccc4)C3)n2)cc1 (stereo unspecified)
 : 2	0.0	-0.9	-65
> CCOc1ccc(NC(=O)Cn2cnc3c2c(=O)n(C)c(=O)n3C)cc1
 : 10	0.3	-0.6	-6
> Cc1cccc(NC(=O)CSc2nc3[nH]ncc3c(=O)n2-c2ccccc2C)c1
 : 9	0.2	1.7	-8
> N#Cc1cc(Cl)ccc1OCC(=O)c1ccccc1
 : 14	0.5	-0.1	-66
> COC(=O)CNC(=O)C12CC3CC(C1)CC(c1ccc(C)cc1)(C3)C2
 : 5	0.1	-0.2	7
> CCOc1ccccc1-n1c(=S)sc2c(=O)n(-c3ccccc3)c(SCC(=O)Nc3ccc(C)cc3)nc21
 : 9	0.0	-0.4	10
> c1ccc(-n2nnnc2NCC(c2ccco2)N2CCCCC2)cc1 (stereo unspecified)
 : 12	0.3	0.7	9
> C=CCn1c(=NC(=O)CC)sc2cc(F)ccc21
 : 4	0.0	1.7	3
> COc1cccc(CCNC(=O)C2CC23CCN(Cc2c[nH]c4ccccc24)CC3)c1 (stereo unspecified)
 : -15	-0.1	0.5	2
> COC(=O)c1sccc1NC(=O)C1CCCCC1C(=O)O (stereo unspecified)
 : 8	-0.1	-0.3	-3
> CCOc1ccc(NC(=O)C(C)O)c(NS(=O)(=O)c2ccc3ccccc3c2)c1 (stereo unspecified)
 : 16	1.1	-1.0	5
> COc1ccc2oc(=O)c(C(=O)N3CCN(C(=O)c4ccccc4)CC3)cc2c1
 : -11	-0.2	0.5	-7
> CCOC(=O)c1ccc2c(c1)nc(C)n2CCO
 : 14	0.1	-2.9	4
> CCOC(=O)c1c(NC(=O)COc2c(C)cc(Cl)cc2Cl)sc2c1CCCC2
 : -5	0.0	0.0	0
> COc1cc(Cl)c(C)cc1NC(=O)c1sc2ncn(CC(=O)Nc3cccc(C(F)(F)F)c3)c(=O)c2c1C
 : 14	0.1	0.8	3
> CC(=O)N(C)c1ccc(NC(=O)COc2cccc(C)c2)cc1
 : -3	0.0	-0.7	1
> COc1ccc(Cn2nnnc2C(c2ccc(C(F)(F)F)cc2)N2CCN(C)CC2)cc1 (stereo unspecified)
 : -7	-0.1	1.1	-10
> COC(=O)C1=C(C)N(c2ccc(OC)c(OC)c2)C(=O)/C1=C\c1ccccc1O
 : 9	-0.1	-0.9	0
> O=C(Cn1cnnn1)Nc1cccc([N+](=O)[O-])c1
 : -1	0.1	-1.4	6
> C/C(=N\NC(=O)CSc1nnc(SCc2ccccc2)s1)c1cccnc1
 : 4	-0.1	0.0	-7
> CCOc1ccccc1N/C(SCc1c(F)cccc1Cl)=C(/C#N)C(=O)NCc1ccccc1
 : 3	0.1	1.7	-6
> CCOC(=O)N1CCN(Cc2ccc(OC)c(C)c2C)CC1
 : 4	0.0	-0.4	-2
> O=C(O)c1ccc(Nc2nc(-c3ccc(F)cc3)cs2)cc1O
 : 7	-0.2	-0.4	-25
> Nc1ncc(-c2ccc3c(c2)-c2ccccc2C3)s1
 : 7	0.0	-2.7	-42
> O=C(/C=C/c1cccc([N+](=O)[O-])c1)c1cc2ccccc2oc1=O
 : -4	-0.3	0.8	1
> Cc1ccc2nc(-c3ccc(NC(=O)c4cc(Cl)ccc4[N+](=O)[O-])cc3)sc2c1
 : -4	0.0	-0.1	-5
> CCOC(=O)c1sc2nc(CC(=O)OC)nc(NCc3ccc(Cl)cc3)c2c1C
 : 8	0.5	0.4	-8
> CCCN(CCC)S(=O)(=O)c1ccc(F)c(C(=O)Nc2cccc(C)c2)c1
 : 8	0.3	-1.0	-1
> COc1ccc2nc3oc(C(=O)N4CCN(c5ccc([N+](=O)[O-])cc5)CC4)cc3cc2c1
 : -18	-0.1	0.1	-18
> Cc1nc(-c2ccccc2F)cc(N2CCN(CCO)CC2)n1
 : 2	0.0	0.8	3
> COC(=O)c1c(OC2CCCC2)cc(=O)n2c1CCN(C(=O)CCC(F)(F)F)CC2
 : 14	0.0	-0.4	2
> CS(=O)(=O)c1cnc(N)nc1-c1cc(N2CCOCC2)nc(N2CCOCC2)n1
 : 13	0.5	-2.0	12

# New compounds follow
SMILES | MITF primary | FBW7 act | GPR151 activ | TEAD-YAP inh
COc1ccc(CSc2nc3cc(Cl)ccc3n2C(C)c2ccccc2)cc1F (stereo unspecified) | -6 | 0.0 | 1.9 | -10
C=CCSc1nc2c(c(=O)[nH]c(=O)n2C)n1Cc1ccccc1 | 18 | 0.6 | -1.7 | 4
CC(CN1CCOCC1)OC(=O)Cc1ccc(Cl)cc1 (stereo unspecified) | -4 | 0.1 | 1.7 | 7
COc1ccc(S(=O)(=O)N2CCN(Cc3ccccc3Cl)CC2)cc1 | 8 | 0.1 | -1.0 | -13
CCOCCOC(=O)COc1ccc2c(=O)c(Oc3ccc(CC)cc3)coc2c1 | -3 | 0.0 | 0.4 | -9
Cc1ccc(-c2csc3n[nH]c(=S)n23)cc1 | 12 | 0.5 | 0.5 | -2
CC(=O)N(C)c1nc(-c2ccccc2)ccc1C(=O)N(C)C | 19 | 1.2 | -1.9 | -3
C=C1c2ccccc2NC(=O)N1c1ccc(C)cc1 | -1 | -0.2 | -6.7 | -24
O=C(O)CCC(=O)Nc1cccc(-c2csc(-c3ccccc3)n2)c1 | -13 | -0.1 | -2.4 | 12
Nc1cc(N)nc(SCC(=O)Nc2cccc(S(=O)(=O)N3CCCCCC3)c2)n1 | 1 | -0.2 | -0.8 | -1
CC(C)(C)n1nc2c(c1NC(=O)c1ccccc1)CSC2 | 15 | 0.2 | -0.1 | 5
COc1ccc(-c2cnc3ccc(NC4CCOCC4)nn23)c(OC)c1 | 11 | -0.2 | 1.3 | -10
CN(C)C(=O)CSc1nc2cc(Cl)ccc2o1 | -1 | 0.0 | 0.0 | -28
COc1ccc(CNc2nc(Nc3ccc(OC(F)(F)F)cc3)nc3c2ncn3C(C)C)cc1 | 5 | 0.2 | 1.6 | 7
CCC(=O)NNC(=O)CSc1nnc2c(C)cc3ccccc3n12 | -3 | -0.1 | -1.2 | -1
CC(C)(O)C12CC3CC(C1)CC(C(C)(C)O)(C3)C2 | 7 | -0.1 | -0.8 | 1
Cc1c(NC(=O)CN(c2ccc(F)cc2)S(=O)(=O)c2ccccc2)c(=O)n(-c2ccccc2)n1C | 3 | 0.0 | 0.3 | -2
CCOc1ccc(CCNc2nc3ccccc3n3cnnc23)cc1OCC | 8 | 0.1 | -0.2 | -3
COc1cc(S(=O)(=O)Nc2ccccc2)ccc1NC=O | -6 | -0.1 | -1.3 | -5
CC(C)CCNC(=O)c1cc2c(=O)[nH]c3ccccc3c2n1C | -3 | -0.3 | 0.0 | 0
Cc1ccc(-c2csc(=Nc3cccc(C(F)(F)F)c3)n2Cc2ccc3c(c2)OCO3)cc1 | 14 | 0.3 | -0.8 | -1
O=C1N[C@@H](Cc2c[nH]c3ccccc23)C(=O)N2CCN(C(=O)c3ccc(Cl)cc3)C[C@H]12 | -3 | 0.0 | 0.7 | -9
Cc1ccc(C)c(OCCOc2ccc(/C=C3/C(=N)N4N=C(C(C)C)SC4=NC3=O)cc2)c1 | -12 | 0.1 | 1.1 | 3
O=C1CCC(=O)N1CN1CCN(c2ccc([N+](=O)[O-])cc2)CC1 | 9 | 0.0 | -0.5 | 8
CCn1c2ccccc2c2cc(C3C(C(=O)OC)=C(C)NC4=C3C(=O)CCC4)ccc21 (stereo unspecified) | 6 | 0.0 | -0.9 | 1
Cc1ccc(-n2c(=O)c3oc4ccccc4c3n(CC(=O)N3CCOCC3)c2=O)cc1 | 16 | 0.1 | -1.2 | 11
Cc1ccc(OCC(=O)Nc2ccc(C)c([N+](=O)[O-])c2)cc1C | 10 | -0.2 | -0.9 | 2
CCCS(=O)(=O)Nc1ccc(C)c(N2CCCC2=O)c1 | 8 | -0.1 | 0.2 | 1
O=C(N/N=C/c1cc(Br)ccc1O)c1cccs1 | 31 | 0.0 | -0.3 | 40*
O=C(Nc1nnc(-c2ccc(F)cc2)o1)c1ccc([N+](=O)[O-])s1 | -1 | 0.0 | -0.6 | 0
COC(=O)CCC(=O)N1CCCC(C(=O)Nc2ccc(-c3cccc(F)c3)cc2)C1 (stereo unspecified) | 2 | 0.0 | 1.3 | -17
CCOC(=O)C1CCCN(C(=O)c2cc3c(-c4cccc(OC)c4)nn(C)c3s2)C1 (stereo unspecified) | -12 | 0.0 | -1.1 | 38*

# Look-ups from the entries so far.
# O=C(Nc1nnc(-c2ccc(F)cc2)o1)c1ccc([N+](=O)[O-])s1 in TEAD-YAP inh = 0
# COC(=O)CCC(=O)N1CCCC(C(=O)Nc2ccc(-c3cccc(F)c3)cc2)C1 (stereo unspecified) in FBW7 act = 0.0

# More structures.
SMILES | MITF primary | FBW7 act | GPR151 activ | TEAD-YAP inh
CCOC(=O)C1=C(N)Oc2ccc(Br)cc2C1C(C#N)C(=O)OCC (stereo unspecified) | 0&-3 | 0.3&-0.1 | -1.9&-1.1 | 9
Cc1noc(C)c1CC1(C)C(=O)Nc2cc(C(F)(F)F)ccc21 (stereo unspecified) | 7 | 0.0 | 2.4 | -9
N#C/C(=C/Nc1ccccc1[N+](=O)[O-])c1nc(-c2ccc(F)cc2)cs1 | 7 | 0.1 | 0.6 | -2
CCN(CCCNC(=O)Cn1nc(-c2ccc(C)cc2)ccc1=O)c1ccccc1 | -2 | 0.0 | 0.5 | 12
COc1ccc(CN2CCN(Cc3ccccc3C(F)(F)F)CC2)c(OC)c1OC | 59* | -0.1 | -0.6 | 3
Cc1cc(C)n(CCN(C)C(=O)CCc2nnc(-c3ccc4c(c3)OCO4)o2)n1 | -8 | 0.2 | 3.1 | -13
CCOC(=O)c1c(NC(=O)c2ccc(C)cc2)sc(C)c1C | 7 | 0.0 | 0.3 | -3

# Single records (already shown). Values in the order: MITF primary, FBW7 act, GPR151 activ, TEAD-YAP inh
# `N#C/C(=C/Nc1ccccc1[N+](=O)[O-])c1nc(-c2ccc(F)cc2)cs1` is listed as 7, 0.1, 0.6, -2
# `CCN(CCCNC(=O)Cn1nc(-c2ccc(C)cc2)ccc1=O)c1ccccc1` is listed as -2, 0.0, 0.5, 12
# `Cc1cc(C)n(CCN(C)C(=O)CCc2nnc(-c3ccc4c(c3)OCO4)o2)n1` is listed as -8, 0.2, 3.1, -13
